Compound activity deposited in PubChem by several laboratories.
SDO1 yeast rescue: growth rescue of sdo1-depleted yeast, primary screen, S. cerevisiae, bone marrow failure model; S. cerevisiae sdo1-depleted JHY4D growth rescue, OD600 30 h; hits give high values; pdr5 snq2 efflux-pump mutant strain; z-score at 10 µM; 140,000 compounds, 0.21% hits; AID 817, 2007;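 active = z-score above 3 at both the 24 hr and the 30 hr optical density reads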;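 note: z-score against mean and SD of all compound wells on the same plate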
Insulin prom inh: inhibitors of insulin promoter-driven GFP, primary screen, imaging, TRM-6 cells (human fetal islet line), eGFP reporter, cell count. reporter expression induced with tamoxifen. AID 1273, 2008. 130,000 compounds, 0.9% hits. inhibition, % at 2 µM;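 active = inhibition above the mean plus 3 SD, with well images judged a real hit on visual review, cut at about 60% in these data, passing the limit was not always enough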
SDO1 yeast rescue Rescue 24 h: also measured in SDO1 yeast rescue; calls as there; z-score; S. cerevisiae sdo1-depleted JHY4D growth rescue, OD600; measured here: growth rescue at 24 h;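 0 is the plate mean of compound wells and units are plate SD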
Starred values were filed as active, the others as inactive; . = no result given.

(1) CCC(=O)c1ccc(N2CCN(C(=O)c3cc([N+](=O)[O-])ccc3N3CCN(C)CC3)CC2)c(F)c1
(2) CC(=O)OCc1c(C(F)(F)F)nn(C)c1Oc1ccccc1
(3) Cc1ccc(C(=O)OCc2nnc(-c3ccc(Br)cc3)o2)cc1
(4) Cc1cc(C(F)(F)F)nc(SCC(=O)NC2CC3CCC2C3)n1 (stereo unspecified)
(5) Cc1cc(C)cc(N(CC(=O)Nc2c(C)n(C)n(-c3ccccc3)c2=O)S(C)(=O)=O)c1
(6) O=C1c2cccc(OCC(=O)N3N=C(c4cccs4)CC3c3ccc(F)cc3)c2CCN1Cc1cccnc1 (stereo unspecified)
(7) COC(=O)N/N=C/c1c[nH]c2ccccc12
(8) O=C(Nc1ccccc1Cl)c1c(F)c(F)c(F)c(F)c1F
(9) C/C(CC(=O)NC(C)(C)C)=N\NC(=O)COc1ccc(C)cc1Br
(10) CCn1c(Cc2ccccc2)nnc1SCc1ccc([N+](=O)[O-])cc1

compound no.	1	2	3	4	5	6	7	8	9	10
SDO1 yeast rescue	0.42	-0.01	.	-0.88	2.48	-0.17	1.09	.	.	0.21
Insulin prom inh	-10.0	.	0.0	-431.4	9.1	.	13.2	-2.7	5.9	-84.6
SDO1 yeast rescue Rescue 24 h	0.52	-0.39	.	-1.28	3.37	-0.27	0.77	.	.	0.37

(11) CCCCNC(=O)CC1Nc2ccccc2NC1=O (stereo unspecified)
(12) C[C@H](CS)C(=O)N1CCC[C@H]1C(=O)O
(13) Cc1ccc(-c2nc(Nc3ccccc3)n[nH]2)cc1
(14) COc1ccc(-n2c(-c3ccccc3)nc(=S)c3c2CCCC3)cc1
(15) COc1ccc(-c2cc(CCCC(=O)N3CCN(c4ccc(OC)cc4)CC3)no2)cc1
(16) Cc1cc(Nc2ccc(C)c(Br)c2)n2nc(C)nc2n1
(17) CCOC(=O)Cc1nnc(NC(=O)CSc2nnc3c4ccccc4n(C(C)C)c3n2)s1
(18) CCCCn1nnc(NC(=S)NC(=O)c2cccs2)n1
(19) NC1=NC(c2ccccc2Cl)n2c(nc3ccccc32)N1 (stereo unspecified)
(20) CCn1c(O)c(/C=N/NC(=O)c2ccncc2)c(=O)n(CC)c1=S

compound no.	11	12	13	14	15	16	17	18	19	20
SDO1 yeast rescue	-0.1	0.45	1.22	-1.81	-2.06	0.21	-0.38	-0.24	0.01	0.6
Insulin prom inh	.	-19.1	-220.0	.	.	.	0.0	.	-7.1	-5.9
SDO1 yeast rescue Rescue 24 h	-0.64	-0.36	0.99	-1.02	-1.16	-0.66	0.17	0.06	2.54	-0.52

(21) O=C(CN1C(=O)c2cccc3cccc1c23)Nc1ccccc1C(=O)NCc1ccco1
(22) O=C(CCC(=O)NCCO)NCCO
(23) COCCOC(=O)C1=C(C)NC(=O)NC1c1c(F)cccc1Cl (stereo unspecified)
(24) CCOc1cc(/C=N/NC(=O)c2ccncc2)ccc1OS(C)(=O)=O
(25) CCN(CC)CCNC(=O)c1cc2c(-c3ccc(Cl)cc3)nn(C)c2s1
(26) CSc1nnc(-c2ccc(Cl)cc2Cl)o1
(27) COC(=O)c1ccc(-n2cnc3ccccc32)nc1
(28) Fc1ccccc1COc1ccc(/C=N/n2cnnc2)cc1
(29) CCOC(=O)C1CCCN(c2oc(-c3ccc(F)cc3)nc2C#N)C1 (stereo unspecified)
(30) O=C(Nc1ccc2c(c1)OCCO2)c1ccccn1

compound no.	21	22	23	24	25	26	27	28	29	30
SDO1 yeast rescue	-2.21	.	0.05	-0.38	1	-0.68	.	0.52	.	.
Insulin prom inh	-13.6	-14.3	.	7.4	.	11.1	12.8	.	25.0	40.5
SDO1 yeast rescue Rescue 24 h	-2.32	.	-0.58	-1.43	0.24	-0.59	.	0.96	.	.

(31) Cc1ccc(OCc2nnnn2-c2ccccc2)cc1
(32) O=C1CN2C(=Nc3ccc(Br)cc3C2c2ccccc2)CCN1 (stereo unspecified)
(33) COc1ccc(CN(CC(=O)NCc2ccco2)C(=O)CCC(=O)Nc2ccccn2)cc1
(34) O=C(/N=C1/c2ccccc2CN1c1ccccc1)Nc1ccccc1
(35) COc1ccc2c(CC#N)c[nH]c2c1
(36) CC(O)c1nc2ccccc2n1Cc1ccc([N+](=O)[O-])cc1 (stereo unspecified)
(37) CS(=O)(=O)Nc1ccc(C(=O)NCc2cccnc2)cc1
(38) Cc1[nH]nc(-c2ccc(O)c(C)c2O)c1-c1cnn(-c2ccccc2)c1
(39) COc1ccc(OCCC(=O)NC2CCCCC2)cc1
(40) Cc1occc1-c1nnc(SCc2cc(=O)n3cc(Br)ccc3n2)n1C

compound no.	31	32	33	34	35	36	37	38	39	40
SDO1 yeast rescue	-0.13	0.88	-0.31	-0.59	0.52	-0.66	0.6	-2.28	.	0.1
Insulin prom inh	29.4	-10.0	.	.	.	2.9	-478.6	-154.6	5.9	-45.5
SDO1 yeast rescue Rescue 24 h	-0.09	0.82	-0.81	-0.54	-0.04	-0.91	0.93	-1.81	.	-0.31

(41) O=C(Nc1ccccc1F)C1C2C=CC3(O2)C1C(=O)N(c1cccnc1)C3C(=O)NC1CCCCC1 (stereo unspecified)
(42) O=C(Nc1ncccn1)c1ccc(C(F)(F)F)cc1
(43) Cc1ccc2c(c1)NC(=O)c1cc([N+](=O)[O-])ccc1O2
(44) O=C(O)c1cc2nc(-c3ccccc3)cc(-c3ccccc3)n2n1
(45) O=C(CC1C(=O)NCCN1C(=O)Nc1ccccc1)Nc1ccc2c(c1)OCCO2 (stereo unspecified)
(46) CC(=O)N1CCN(S(=O)(=O)c2ccc(S(=O)(=O)NC3CC3)cc2)CC1
(47) CC(C)(C)C(=O)/C=C(\N)c1ccncc1
(48) COc1ccc(OCCOC(=O)c2cccc(-n3cnnn3)c2)cc1
(49) Cc1c(C)n(CC(O)CN2CCCCC2)c2ccccc12 (stereo unspecified)
(50) CN(Cc1cc2ccccc2[nH]c1=O)C(=O)C1CCCCC1

compound no.	41	42	43	44	45	46	47	48	49	50
SDO1 yeast rescue	0.07	-0.62	.	.	0.37	0.48	0.61	-0.35	-1.04	0.5
Insulin prom inh	.	-31.2	-35.3	55.6	39.4	18.5	-31.2	47.2	-25.0	.
SDO1 yeast rescue Rescue 24 h	-0.13	-0.45	.	.	-0.06	-0.34	0.56	-0.47	-0.14	1.06

(51) Cn1c(=O)c(=O)n(C)c2cc(S(=O)(=O)N3CCCCCC3)ccc21
(52) Cc1ccc(C(c2nnnn2CS(=O)(=O)c2ccc(C)cc2)N2CCC(C(N)=O)CC2)cc1 (stereo unspecified)
(53) Cc1c(-n2c(=S)[nH]c3ccccc3c2=O)c(=O)n(-c2ccccc2)n1C
(54) COCCN1CN=C(Nc2nc3ccccc3o2)NC1
(55) Cc1ccc(CNC(=O)CN(Cc2ccccc2)S(C)(=O)=O)cc1
(56) COc1ccc(OC)c(-n2nnnc2SCC(=O)Nc2cc(C)ccc2OC)c1
(57) Cc1ccc(N(C(=O)CS(=O)CC(=O)Nc2ccc(F)cc2)C(C(=O)NC2CCCCC2)c2ccco2)cc1 (stereo unspecified)
(58) CC(C)c1ccccc1NC(=O)C1CN(S(=O)(=O)c2ccccc2)CCN1S(=O)(=O)c1ccccc1 (stereo unspecified)
(59) Cc1ccccc1NC(=S)N1CCC(NC(=O)c2ccco2)CC1
(60) CCc1ccc(OCc2nnc(SCCN3CCOCC3)n2CC)cc1

compound no.	51	52	53	54	55	56	57	58	59	60
SDO1 yeast rescue	0.25	1.24	0.72	0.62	0.35	-0.15	0.18	-1.15	.	0.24
Insulin prom inh	.	.	14.3	-47.2	-147.9	-161.9	-26.5	-23.1	-33.3	.
SDO1 yeast rescue Rescue 24 h	0.39	0.75	0.53	-0.14	0.01	-0.07	0.79	-0.86	.	-0.08

(61) O=c1cc(/N=C/c2coc3c(ccc4ccccc43)c2=O)[nH]c(=S)[nH]1
(62) Cc1ccc(OCc2nnc(SCC(=O)NCc3ccco3)n2C)cc1
(63) COc1cc(/C(C#N)=C/c2ccccc2)c([N+](=O)[O-])cc1OC
(64) Cc1cc(OCC(=O)N2CCCC2)cc(C)c1Cl
(65) CCN(CC(=O)Nc1sc2c(c1C#N)CCCC2)CC(=O)NC1CCS(=O)(=O)C1 (stereo unspecified)
(66) COC(=O)c1ccc(NC(=O)c2ccc(N(C)S(C)(=O)=O)cc2)cc1
(67) C=CCN1C(=O)C(O)(CC(=O)c2ccc(N)cc2)c2ccccc21 (stereo unspecified)
(68) O=c1c2cc(-c3ccccc3)sc2ncn1/N=C/c1ccco1
(69) Cc1cc(C)cc(-n2cnc3cc(C(=O)O)ccc32)c1
(70) CCN(CC)c1ccc(/C=N/NC(=S)NCc2ccc(OC)cc2)cc1

compound no.	61	62	63	64	65	66	67	68	69	70
SDO1 yeast rescue	0.09	-0.74	-1.19	-0.14	.	0.14	1.58	-1.19	0.36	-0.44
Insulin prom inh	-7.4	-12.5	62.8	-130.8	27.3	60.0	7.1	50.0	12.5	.
SDO1 yeast rescue Rescue 24 h	-0.01	-0.43	-0.32	-0.56	.	-1.19	1.56	-0.55	0.7	0.38

(71) O=c1cnnc(SCCc2ccccc2)[nH]1
(72) O=C(O)c1cccc(NCc2ccncc2)c1
(73) O=C(O)CN(Cc1ccco1)S(=O)(=O)c1ccccc1
(74) C=CCNC(=S)N/N=C/c1cn(-c2ccccc2)nc1-c1ccc(OC)cc1
(75) O=C(C[n+]1cccc2ccccc21)c1ccccc1
(76) C=CCc1c(C)nc(-c2ccccc2)nc1N/N=C(\C)c1ccccc1
(77) Cc1csc(=NC(=O)c2ccccc2)n1Cc1ccco1
(78) Cc1cccc(C)c1-n1nnnc1SCSc1nnnn1-c1c(C)cccc1C
(79) COc1ccc(N2C(=O)c3ccccc3NC2c2ccc(OC)c(COc3ccccn3)c2)cc1 (stereo unspecified)
(80) Cn1c(-c2ccc(Br)o2)nc2ccccc21

compound no.	71	72	73	74	75	76	77	78	79	80
SDO1 yeast rescue	0.36	1.92	0.38	-1.67	0.02	-0.55	-0.86	0.07	-0.41	0.78
Insulin prom inh	0.0	5.7	.	.	-204.0	.	-118.2	-18.8	-6.5	65.5
SDO1 yeast rescue Rescue 24 h	-0.16	3.03	0.3	-0.81	-0.19	-1.02	-0.92	0.64	-0.85	1.15

(81) Cc1ccc(NS(=O)(=O)c2ccc(OCC(N)=O)cc2)cc1
(82) COc1ccccc1-c1nnc(Nc2nc3c(OC)cccc3s2)o1
(83) O=C(Cn1cc(C(F)(F)F)cc(Cl)c1=O)Nc1cc(S(=O)(=O)N2CCOCC2)ccc1Cl
(84) CCSc1cc(N2CCCC2)nc(-c2ccccc2)n1
(85) Cc1ccc(C(c2ccc(C)o2)c2cccc([N+](=O)[O-])c2O)o1
(86) CCOCCCNC(=O)c1ccc2c(c1)ncn2C1CCCC1
(87) Cc1cccc(C2CC(c3ccc(Cl)cc3)Nc3nc(N)nn32)c1 (stereo unspecified)
(88) COc1ccc(NC(=O)CSc2nc3c(c(=O)n2-c2ccccc2)SCC3)c(OC)c1
(89) Cc1ccc(-c2nsc(SCC(=O)NCc3ccc4c(c3)OCO4)n2)cc1
(90) O=C(O)c1ccc(COc2ccc3c4c(c(=O)oc3c2)CCC4)o1

compound no.	81	82	83	84	85	86	87	88	89	90
SDO1 yeast rescue	.	1.46	1.89	-0.21	-0.58	-0.08	0.69	-1.78	-0.24	0.6
Insulin prom inh	-53.5	-69.2	.	42.9	-5.9	65.3	.	-19.2	.	0.0
SDO1 yeast rescue Rescue 24 h	.	0.75	2.03	0.88	-0.73	-0.96	0.72	-1.29	0.38	-0.15

From entry 81 as far as 82, copied from above:
(81) Cc1ccc(NS(=O)(=O)c2ccc(OCC(N)=O)cc2)cc1
(82) COc1ccccc1-c1nnc(Nc2nc3c(OC)cccc3s2)o1

compound no.	81	82
SDO1 yeast rescue	.	1.46
Insulin prom inh	-53.5	-69.2
SDO1 yeast rescue Rescue 24 h	.	0.75

Next structures follow:
(91) COc1cccc(-n2c(C)cc(/C=C3/C(=N)N4C(=NC3=O)SN=C4S(C)(=O)=O)c2C)c1
(92) O=c1c(Cl)c(NCc2ccccc2)cnn1C12CC3CC(CC(C3)C1)C2
(93) N#Cc1nnn(Cc2ccccc2)c1N
(94) CC(NS(=O)(=O)c1ccc(Cl)cc1)C(=O)NCc1ccco1 (stereo unspecified)
(95) COc1cc(OC)cc(C(=O)Nc2cccc(C(C)=O)c2)c1
(96) COc1cccc(C2CC(=O)NC(SC)=C2C#N)c1 (stereo unspecified)

compound no.	91	92	93	94	95	96
SDO1 yeast rescue	.	-0.85	.	0.43	0.99	0.26
Insulin prom inh	50.0	-40.7	28.6	8.6	25.0	.
SDO1 yeast rescue Rescue 24 h	.	-0.7	.	0.37	0.89	0.44

Exported as a markdown table: four of the compounds above.
| entry | Molecule | SDO1 yeast rescue | Insulin prom inh | SDO1 yeast rescue Rescue 24 h |
| --- | --- | --- | --- | --- |
| 92 | O=c1c(Cl)c(NCc2ccccc2)cnn1C12CC3CC(CC(C3)C1)C2 | -0.85 | -40.7 | -0.7 |
| 93 | N#Cc1nnn(Cc2ccccc2)c1N | . | 28.6 | . |
| 94 | CC(NS(=O)(=O)c1ccc(Cl)cc1)C(=O)NCc1ccco1 (stereo unspecified) | 0.43 | 8.6 | 0.37 |
| 95 | COc1cc(OC)cc(C(=O)Nc2cccc(C(C)=O)c2)c1 | 0.99 | 25.0 | 0.89 |

An excerpt (hit frequency here may not be typical).
